Compound activity deposited in PubChem BioAssay by several laboratories.
Thrombin inh: inhibitors of human thrombin; P00734; alpha-thrombin, Boc-VPR-AMC fluorogenic substrate cleavage; inhibition, % at 5 µM; 220,000 compounds, 0.26% hits;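 active means inhibition at or above 40%; inactive means inhibition below 40%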;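 further: 0% = enzyme with no compound and 100% = wells without enzyme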
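System: Human alpha-thrombin protein | Medium: pH 7.5 Tris (50 mM) with NaCl 150 mM, Tween 20 0.05% | Times: Enzyme reaction carried out at room temperature | Detection: AMC fluorescence, 355/460 nm | Evaluation: Percent inhibition scaled between no-compound controls and no-enzyme blanks | Benchmarks: Enzyme without compound as high, wells lacking enzyme as low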
FXIa inh 1536: factor XIa (human) inhibition; purified FXIa, Boc-Glu-Ala-Arg-AMC fluorogenic substrate; inhibition, % at 5 µM; 220,000 compounds, 0.14% hits; AID 798;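 active means inhibition of at least 40%; inactive means inhibition below 40%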;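 further: fluorescence of freed AMC excited at 355 nm; 0% = enzyme without compound and 100% = no enzyme blank; many of its hits are not listed in these tables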
FXIIa inh 1536: inhibitors of human coagulation factor XIIa; P00748; purified FXIIa, Boc-QGR-AMC fluorogenic substrate, 2 h; inhibition, % at 5 µM; 220,000 compounds, 0.3% hits; in the data active means inhibition above about 40%;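 further: 0% = enzyme with no compound and 100% = blank without enzyme; many of its hits are not listed in these tables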
PERK inhibitor: human PERK inhibition, primary cell-based screen. 220,000 compounds, 0.17% hits. Q9NZJ5. inhibition, % at 5.6 µM. CHO PERK-DD fusion, SEAP luminescence translation reporter;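 active means inhibition above the mean inhibition of all tested compounds plus 3 SD, set separately per screening campaign, cut at about 2.9% in these data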;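 further: PERK kinase domain activated by AP20187 dimerizer at 100 nM; 0% = DMSO with dimerizer and 100% = rapamycin at 8.4 µM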
hK5 inh: inhibitors of human kallikrein 5; recombinant hK5, fluorogenic AMC substrate cleavage; inhibition, % at 5 µM; 210,000 compounds, 0.59% hits;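 active means inhibition of 40% or more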;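 further: 0% = enzyme controls without compound and 100% = no-enzyme blanks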
Cl transport mod: modulates chloride dependent transport by human KCC2; Q9H2X9; KCC2 cells, thallium flux FluoZin-2 fluorescence; B-score of Tl+ flux slope (higher = more flux/activation; lower = inhibition) at 10 µM; 190,000 compounds, 2.2% hits; AID 1456;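 active means thallium flux slope and its plate-corrected score both differing from the plate sample mean at a set confidence after two filtering rounds, in either direction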;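 further: slope of fluorescence scaled to starting intensity during 10 to 20 s after thallium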
Calpain2 inh: blocks pig calpain II enzyme activity; purified calpain II, fluorogenic peptide substrate, 30 min; inhibition, % at 16 µM; 220,000 compounds, 0.37% hits; AID 1236;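 active means inhibition above about 50%, limit read from the data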
Rad51 HR inh: Rad51 (human) homologous recombination inhibition; hRad51 DNA strand exchange, fluorescence dequenching; inhibition, % at 10 µM; AID 1385; Q06609; 200,000 compounds, 0.085% hits;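 active means inhibition above 40% at the single screening dose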;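 further: 0% = DMSO control wells and 100% = blanks with heterologous ssDNA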
Target sequence (Q06609 whole entry, looked up): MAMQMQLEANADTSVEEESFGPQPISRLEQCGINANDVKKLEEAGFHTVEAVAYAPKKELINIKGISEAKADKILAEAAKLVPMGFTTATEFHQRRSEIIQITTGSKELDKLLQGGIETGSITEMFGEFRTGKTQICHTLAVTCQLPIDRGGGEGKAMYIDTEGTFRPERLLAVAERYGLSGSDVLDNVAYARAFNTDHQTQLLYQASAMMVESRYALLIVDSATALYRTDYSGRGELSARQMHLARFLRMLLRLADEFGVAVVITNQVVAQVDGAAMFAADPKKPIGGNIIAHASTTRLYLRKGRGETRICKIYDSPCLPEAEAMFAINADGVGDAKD
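Test system – preformed human Rad51 ssDNA filaments · Reagent – Donor/quencher-labelled 47-bp dsDNA substrate · Incubation – 37 °C 15-min filament assembly, 30-min compound preincubation, 15-min exchange · Signal – FRET fluorescence dequenching, excitation 485 nm, emission 520 nm · Read-out – percent inhibition from fluorescence, normalised to plate control and blank means · Benchmarks – plate control and blank wells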
Furin inh: blocks human furin protease activity; P09958; purified furin, fluorogenic substrate cleavage; inhibition, % at 30 µM; 220,000 compounds, 0.061% hits; AID 463115; in the data active means inhibition above about 25%; further: inactives centre near -15
Target sequence (P09958 108-714 limits assumed): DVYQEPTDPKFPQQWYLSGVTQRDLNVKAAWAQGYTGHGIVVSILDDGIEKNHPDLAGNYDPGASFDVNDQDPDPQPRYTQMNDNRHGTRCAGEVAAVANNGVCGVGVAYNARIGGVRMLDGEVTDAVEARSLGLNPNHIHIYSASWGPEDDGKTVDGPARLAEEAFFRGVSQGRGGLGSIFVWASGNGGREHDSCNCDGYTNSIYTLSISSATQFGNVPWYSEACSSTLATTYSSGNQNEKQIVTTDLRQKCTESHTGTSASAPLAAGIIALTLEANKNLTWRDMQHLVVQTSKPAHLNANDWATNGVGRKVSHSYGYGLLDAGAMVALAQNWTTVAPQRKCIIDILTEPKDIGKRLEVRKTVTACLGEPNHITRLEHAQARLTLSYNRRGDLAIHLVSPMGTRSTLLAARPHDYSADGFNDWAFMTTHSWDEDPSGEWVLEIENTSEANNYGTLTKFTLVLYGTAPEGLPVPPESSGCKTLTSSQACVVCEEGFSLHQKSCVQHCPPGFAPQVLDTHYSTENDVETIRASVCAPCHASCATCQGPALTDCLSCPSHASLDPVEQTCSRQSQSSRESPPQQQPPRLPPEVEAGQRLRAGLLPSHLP
* = called active by the depositor; · = not tested or not shown; [ ] = remark or other dose.

SMILES	Thrombin inh	FXIa inh 1536	FXIIa inh 1536	PERK inhibitor	hK5 inh	Cl transport mod	Calpain2 inh	Rad51 HR inh	Furin inh
Cc1ccc(S(=O)(=O)NCCOCCNS(=O)(=O)c2ccc(C)cc2)cc1	-5	1	-2	-0.9	6	0.18	-5	-4	-34
Cc1ccc(-n2[nH]c(C)c(C=Nc3ccc(Br)cn3)c2=O)cc1	-8	1	9	0.0	3	1	-13	-6	-18
CN(C)S(=O)(=O)N(CC(=O)Nc1ccccc1C(F)(F)F)c1ccccc1	1	5	20	-0.3	-24	0.49	10	2	-27[20 µM]
CCC(O)CNC(=O)CCc1nnc(C2(c3ccc(Cl)cc3)CCC2)o1 (stereo unspecified)	-8	-2	5	0.1	0	-0.54	-30	5	-25
Cc1ccc(NC(=O)C2Cc3ccccc3CN2C(=O)c2ccccc2)cc1Cl (stereo unspecified)	-2	7	9	-0.3	-19	-1.4	4	·	-15
ClC(Cl)(c1nnnn1-c1ccccc1)c1nnnn1-c1ccccc1	-9	5	10	0.3	-13	-1.2	-4	2	-25
Cc1onc(-c2ccccc2Cl)c1C(=O)N1CCN(Cc2ccc3c(c2)OCO3)CC1	-2	-2	8	-0.5	0	0.83	-8	·	8
CC1CC(CN)CC(CO)C1 (stereo unspecified)	-1	-2	4	0.6	-1	-0.0022	-26	3	-24
COc1cc(CN2CCNC(=O)C2CC(=O)N2CCc3ccccc3C2)cc(OC)c1 (stereo unspecified)	1	-4	3	0.4	-6	·	-19	1	-17
Cc1cc(C)n2nc(C)c(Br)c2n1	8	8	16	0.6	20	-0.24	26	-5	-6
Cc1ccc(S(=O)(=O)N2CCN(C(=O)c3ccccn3)CC2)c(C)c1	-10	-2	5	1.5	0	0.84	-14	-9	-11
CCN(CC(=O)Nc1cc(OC)ccc1OC)Cc1nc2ccccc2c(=O)[nH]1	-14	-2	3	1.0	-2	-0.027	2	-41	-30
c1ccc(CCc2nc(-c3ccncc3)no2)cc1	-6	-4	-4	0.5	-1	·	-7	2	-12[20 µM]
Cc1ccc(S(=O)(=O)N(C)CCCC(=O)n2nc(C)cc2C)cc1	3	8	11	0.4	5	0.0061	-16	1	-20[20 µM]
Nc1c(C(=O)Nc2ccccc2)sc2ncc([N+](=O)[O-])cc12	-3	24	8	-0.9	0	0.027	3	18	-17
Cc1ccc(/C=N/Nc2nnc(Cl)c3ccccc23)cc1	2	14	18	-0.3	-5	0.0099	-5	·	-10
O=C(O)C1CCN(C(=O)CCc2ccccc2)CC1	-4	-9	3	-0.5	-9	0.67	-19	-2	-18
COC(=O)CSc1nc(Cc2ccccc2)nc2ccccc12	-5	-1	10	-0.2	1	-1.4	-21	0	-24
CCOc1ccc(-c2noc(CCC(=O)O)n2)cc1	-6	4	15	0.9	-8	0.8	15	1	-13
CCNc1nc(CC)nc2c1oc1ccccc12	4	2	5	0.0	-16	-0.43	-8	1	-25
CCOC(=O)C1=C(Cn2ccc(C(F)(F)F)n2)NC(=O)NC1c1ccc2c(c1)OCO2 (stereo unspecified)	-5	6	5	0.0	7	·	4	1	-20[20 µM]
COc1cccc(CNC(=O)CN(C)S(=O)(=O)c2cnc[nH]2)c1	-16	0	11	0.7	-8	2.1	-4	4	-17
COC(=O)[C@H](CCSC)NC(=O)Nc1ccc(OC)c(Cl)c1	-6	0	9	0.2	-17	1.7	-6	-6	-9
Cc1cc(Cl)ccc1OCC(O)CN1C(C)CCCC1C (stereo unspecified)	-4	-4	·	1.1	-2	0.1	22	-2	-24
CC(C)(C)OC(=O)C(Cc1ccc(OC(C)(C)C)cc1)NC(=O)CNC(=O)CNC(=O)OCc1ccccc1 (stereo unspecified)	0	5	15	0.0	-4	-0.98	-12	-28	-5
SMILES	Thrombin inh	FXIa inh 1536	FXIIa inh 1536	PERK inhibitor	hK5 inh	Cl transport mod	Calpain2 inh	Rad51 HR inh	Furin inh
COCCNC(=O)CCSc1nc(-c2ccc(OC)cc2)cc(C(F)(F)F)n1	-5	-2	2	-0.9	-1	2	-75	-8	-13[20 µM]
Nc1ncnc2c1ncn2CCNCCc1ccccc1	2	3	20	0.9	8	·	-24	-11	-17[20 µM]
CC(=O)c1ccc(NC(=S)Nc2cccc3cnccc23)cc1	19	65*	11	0.5	13	-0.91	11	-5	-8
O=C(O)COc1ccc(F)cc1Br	-4	5	6	1.2	-6	2	0	2	-8
CC(C)n1c(-c2ccc(C(C)(C)C)cc2)n[nH]c1=S	-4	-4	7	1.2	0	37*	19	-2	-11[20 µM]
CCOc1ccc(OCC)c(S(=O)(=O)NNC(=O)c2c(C)nc3ccccn23)c1	0	3	13	-0.8	-19	0.64	31	1	-15
O=C(CC12CC3CC(CC(Br)(C3)C1)C2)OCCN1CCCCC1	-8	-2	9	-0.4	2	0.91	34	6	-17
CS(=O)(=O)N(CC(=O)NCc1ccc2c(c1)OCO2)C1CCCCC1	·	-1	3	0.3	-1	-0.42	-22	-8	-2
O=C(CN(Cc1ccccc1)C1=NCCS1)c1ccccc1	-8	4	13	0.4	-13	1.2	1	1	-22
N#CC1=C(N)SC(N)=C(C#N)C1c1c(Cl)cccc1Cl	3	3	23	1.0	-12	·	23	-13	-13
CC1=C/C(=N\OC(=O)/C=C/c2ccccc2)C(C)=CC1=O	7	5	21	0.3	12	0.55	9	3	-21
CCC(=O)Nc1cccc(Br)c1	-1	-8	7	0.4	-1	0.15	-17	9	-11[20 µM]
C=CCOc1ccc(CNc2ccc(NC(=O)CCC)cc2)cc1OCC	-15	-7	1	0.2	-2	0.48	-5	3	-5
CC(C)CCOC(=O)C1[C@H]2C(=O)N(Cc3cccs3)C[C@]23C=C[C@H]1O3 (stereo partly specified)	-13	-9	19	1.3	-18	·	-16	-5	-22
COc1ccc(CNC(=O)Cc2ccc(OC)c(S(=O)(=O)N3CCOCC3)c2)cc1	-6	-14	6	-0.6	-8	0.25	27	0	-23
CN1C(=O)NC(c2cccc(O)c2)C(C(=O)c2cccs2)C1(O)C(F)(F)F (stereo unspecified)	-5	12	7	0.3	-2	2.1	8	3	-8
Cc1cccc(-c2n[nH]c(=S)n2Cc2ccccc2)c1	-4	-17	0	0.3	-16	2.3	20	-4	-24[20 µM]
Cc1[nH]c2ccccc2c1C(=O)CCl	-9	-3	4	0.8	-2	-0.41	-23	1	-30
O=C(NCCc1ccccc1)c1ccc(-n2cnnn2)cc1	-3	13	-4	0.4	-3	·	19	-1	-19
COCCNC(=O)c1cc2ncc(Br)cn2n1	5	3	22	1.4	-7	·	1	-1	-12[20 µM]
O=C(CCCCn1c(=S)[nH]c2ccsc2c1=O)NCc1ccc2c(c1)OCO2	-14	0	2	-0.1	-3	-0.47	18	-15	-12
COc1cc(C2C(C#N)=C(N)OC3=C2C(=O)CC(C)(C)C3)cc([N+](=O)[O-])c1O (stereo unspecified)	-2	3	9	1.3	0	·	23	14	-5
COc1ccc(OC)c(NC(=O)c2cc3ccccc3o2)c1	7	5	12	-0.3	-7	-0.076	1	0	-28[20 µM]
CC(=O)NCc1cc(-c2ccc(Cl)cc2)no1	3	-4	0	1.1	-8	0.98	-7	10	-22
Cc1cc(/C=C(/C#N)c2nc3ccccc3[nH]2)c(C)n1-c1ccccc1C(=O)O	2	5	12	1.2	·	0.88	10	·	-5

Arranged by number of heavy atoms (smallest number first): some entries from above.
SMILES	Thrombin inh	FXIa inh 1536	FXIIa inh 1536	PERK inhibitor	hK5 inh	Cl transport mod	Calpain2 inh	Rad51 HR inh	Furin inh
CCC(=O)Nc1cccc(Br)c1	-1	-8	7	0.4	-1	0.15	-17	9	-11[20 µM]
O=C(O)COc1ccc(F)cc1Br	-4	5	6	1.2	-6	2	0	2	-8
Cc1[nH]c2ccccc2c1C(=O)CCl	-9	-3	4	0.8	-2	-0.41	-23	1	-30
COCCNC(=O)c1cc2ncc(Br)cn2n1	5	3	22	1.4	-7	·	1	-1	-12[20 µM]
CC(C)n1c(-c2ccc(C(C)(C)C)cc2)n[nH]c1=S	-4	-4	7	1.2	0	37*	19	-2	-11[20 µM]
N#CC1=C(N)SC(N)=C(C#N)C1c1c(Cl)cccc1Cl	3	3	23	1.0	-12	·	23	-13	-13
Nc1ncnc2c1ncn2CCNCCc1ccccc1	2	3	20	0.9	8	·	-24	-11	-17[20 µM]
O=C(NCCc1ccccc1)c1ccc(-n2cnnn2)cc1	-3	13	-4	0.4	-3	·	19	-1	-19
CC(=O)c1ccc(NC(=S)Nc2cccc3cnccc23)cc1	19	65*	11	0.5	13	-0.91	11	-5	-8
CS(=O)(=O)N(CC(=O)NCc1ccc2c(c1)OCO2)C1CCCCC1	·	-1	3	0.3	-1	-0.42	-22	-8	-2
C=CCOc1ccc(CNc2ccc(NC(=O)CCC)cc2)cc1OCC	-15	-7	1	0.2	-2	0.48	-5	3	-5
COc1cc(C2C(C#N)=C(N)OC3=C2C(=O)CC(C)(C)C3)cc([N+](=O)[O-])c1O (stereo unspecified)	-2	3	9	1.3	0	·	23	14	-5
CCOc1ccc(OCC)c(S(=O)(=O)NNC(=O)c2c(C)nc3ccccn23)c1	0	3	13	-0.8	-19	0.64	31	1	-15
COc1ccc(CNC(=O)Cc2ccc(OC)c(S(=O)(=O)N3CCOCC3)c2)cc1	-6	-14	6	-0.6	-8	0.25	27	0	-23

(continued)
SMILES	Thrombin inh	FXIa inh 1536	FXIIa inh 1536	PERK inhibitor	hK5 inh	Cl transport mod	Calpain2 inh	Rad51 HR inh	Furin inh
Cc1nn2c(NCCN(C)C)c3c(nc2c1-c1ccccc1)CCC3	1	2	10	0.0	0	1.2	0	-7	-15
COc1ccccc1NC(=O)CSc1nc(O)c(Cc2ccccc2)c(=O)[nH]1	-3	-5	0	1.8	3	·	16	-8	-20[20 µM]
O=c1[nH]c(CSc2nnc(Nc3ccccc3)s2)nc2ccccc12	-5	12	6	-0.7	2	-2	-4	·	-18
CCCCSc1nc2c(c(C(F)(F)F)c1C#N)CCC2	3	3	19	0.2	-1	·	5	5	-14[20 µM]
Cc1cc(C)c(S(=O)(=O)Nc2c(C)[nH]c(=O)[nH]c2=O)c(C)c1	0	-4	11	0.6	-6	·	2	0	-12[20 µM]
O=[N+]([O-])c1cccc(-c2ccc(/C=N/NC(=S)NCc3ccco3)o2)c1	1	4	6	-0.8	3	1.3	-10	23	-24
C[N+]1(CC(=O)OCCCC2CCCCC2)CCCC1	-4	-6	10	-0.1	-5	-0.34	-8	-11	-15
O=C1c2ccccc2NC(c2ccc3c(c2)OCCO3)N1c1ccc2c(c1)OCCO2 (stereo unspecified)	9	-7	12	-0.7	-23	-1.6	-183	-10	-16
Cc1cc(C(=O)COc2ccc3ccc(=O)oc3c2)c(C)n1C	-5	-2	6	0.5	0	-0.0065	-30	6	-24
O=C1NC(c2ccncc2)Nc2sc3c(c21)CCCC3 (stereo unspecified)	0	-1	8	0.2	-7	·	-33	2	-16
S=C(NCCCN1CCOCC1)Nc1ccc(Nc2ccccc2)cc1	1	-1	13	0.5	-1	-0.51	4	18	-23
CCC(=O)NC(=S)Nc1cccc(NC(=O)c2ccccc2)c1	40*	35	35	-1.5	21	1.4	26	-4	-10

These rows are one share of the data; the hit share may differ from the screen's.
